All columns: NCI-60 one-dose screen, growth in % after 48 h at 10 µM unless noted; 100 = growth as untreated, 0 = no growth, -100 = all killed.
RXF 393: RXF 393 renal cancer cells; AID 1794773; actives 6.9% (n = 77,000)
NCI-H522: NCI-H522 lung cancer. actives 8% (n = 78,000). AID 1794739
NCI-H23: NCI-H23 lung cancer. actives 4% (n = 80,000). AID 1794731
HT29: HT29 colon cancer; actives 7.4% (n = 81,000); AID 1794748
NCI-H460: NCI-H460 lung cancer. actives 6.8% (n = 82,000). AID 1794736
NCI-H322M: NCI-H322M lung cancer. actives 2.7% (n = 80,000). AID 1794733
COLO 205: COLO 205 colon cancer; actives 7.3% (n = 79,000)
NCI-H226: NCI-H226 lung cancer. actives 3.5% (n = 79,000). AID 1794732
A498: A498 renal cancer cells; AID 1794774; actives 5.4% (n = 76,000)
An asterisk follows results filed as active; · = not tested or not shown; & = joins results of further samples; [ ] = another dose, or the depositor's remark. The calls were made as follows: active = growth percent below 10; inactive = the rest. No enrichment for hits; about 12% have a hit in one of these screens.

Results follow in this order: RXF 393, NCI-H522, NCI-H23, HT29, NCI-H460, NCI-H322M, COLO 205, NCI-H226, A498
> NCCCCC(C(=O)O)N(C(=O)OCc1ccccc1)C(=O)OCc1ccccc1 (stereo unspecified)
    106, 96, 106, 98, 113, 111, 104, 105, 101
> N[C@@H](CSSC[C@H](N)C(=O)Nc1ccc(OCC2CCCC2)cc1)C(=O)Nc1ccc(OCC2CCCC2)cc1
    -94*, -93*, -93*, -93*, -77*, -99*, -92*, -73*, -85*
> COc1ccccc1C(=O)NC(=S)Nc1ccc(-c2nc3ccccc3o2)cc1
    100, 100, 97, 104, 104, 108, ·, 99, ·
> Cn1nc(C#N)c(=O)[nH]c1=O
    116, 105, 104, 114, 110, 87, 110, 103, 82
> NC(=O)c1c(NC(=O)c2ccc(OCC3CCCO3)cc2)sc2c1CCCC2 (stereo unspecified)
    ·, 87, 100, 105, 106, 100, 111, 84, 86
> CCCCCCCCCCCCSP(SCCCCCCCCCCCC)SCCCCCCCCCCCC
    106, ·, 110, 108, 107, 103, 118, 96, 112
> CCOC(=O)C1=C(C#N)C(=C(C#N)C#N)NC1(C)O (stereo unspecified)
    114, 69, 96, 84, 110, 87, 102, 106, 109
> O=C(CC(c1ccccc1)c1ccc(Br)cc1)c1ccccc1 (stereo unspecified)
    99, 77, 87, 85, 103, 109, 106, 89, 94
> COc1ccc(CCNC(=O)Cc2ccc(OC)c(OC)c2)cc1OC
    150&108, 99&101, 99&110, 105&112, 104&113, 100&111, 115&99, 97&107, 103&123
> Brc1ccc(-c2csc(NN=C3c4ccccc4-c4ccccc43)n2)cc1
    136, 80, 84, 107, 92, 95, 96, 89, 89
> C[C@@]1(O)c2ccccc2N2C(=O)C(=O)N3[C@H](c4cccnc4)[C@]45C[C@@H]1[C@]23C=C4CC(=O)N5
    101, 91, 98, 105, 113, 97, 119, 88, ·
> COC(=O)c1c(C(=O)OC)c(-c2cccc(Cl)c2)n2c1CCC2
    96, 102, 99, 117, 111, 93, 102, 95, 63
> N#Cc1n[nH]n2c1nc(=O)c1sc3ncccc3c12
    114, 100, 107, 108, 116, 107, 95, 98, 156
> COC(=O)c1c(C(=O)OC)c2ccc3c4cccnc4ccc3n2c1C(=O)c1ccc(Cl)cc1
    109, 91, 114, 95, 102, 96, 102, 96, 99
> O=C(/C=C/c1ccccc1)c1cccc(O)c1
    92&107, 95&116, 104&97, 110&32, 101&110, 93&113, 110&107, 93&109, 105&114
> Cn1cnc2ccccc21
    114, 67, 95, 81, 108, 86, 112, 93, 97
> CCC(C)COCCOCCCN1C(=O)C2C3C=CC(C3)C2C1=O (stereo unspecified)
    102, 84, 107, 97, 115, 97, 113, 105, 113
> CC(=O)OC[C@]1(C)CC[C@]2(C)CC[C@]3(C)C(=C2C1)C=C[C@@H]1[C@@]2(C)CCCNC(C)(C)[C@@H]2CC[C@]13C
    108, 97, 100, 105, 110, 112, 113, 96, 128
> CC1=C/C(=N/NC(N)=O)CC(C)(C)C1
    116, 107, 98, 114, 105, 107, 107, 102, 97
> CC(C)[C@H]1COC(=O)N1[C@@H]1C(=O)N([C@@H](CCC(=O)N2CCN(C3CCCC3)CC2)C(=O)N[C@@H]2CCCc3ccccc32)[C@@H]1/C=C/c1cccc(Cl)c1
    50, 76, 72, 13, 46, 58, 58, 89, 28
> CCN1C(=S)N(CC)C2C1N=C(SC)N2/N=C/C=C/c1ccccc1 (stereo unspecified)
    95, 77, 88, 83, 91, 89, 98, 69, 104
> N#Cc1ccc(OC(=O)Nc2cccc(Cl)c2Cl)cc1
    103, 94, 103, 109, 96, 86, ·, 82, 89
> Cc1cc2c([nH]1)CSc1cc(S(=O)(=O)c3ccccc3)c(=O)[nH]c1-2
    53[100 µM], 23[100 µM], 11[100 µM], 10[100 µM], 4.5*[100 µM], 47[100 µM], -40*[100 µM], 33[100 µM], 52[100 µM]
> Cc1nc2cc(Nc3nc(Nc4ccc(F)cc4)nc(Nc4ncccn4)n3)ccc2n1Cc1ccccc1
    103, 77, ·, 85, 95, 95, 89, 88, 88
> COc1ccc(OC)c(C=C2C(=O)NNC2=O)c1
    97, 99, 92, 105, 107, 91, 106, 96, 93
> CCN(C(=O)N1CCN(c2cc3c(cc2F)c(=O)c(C(=O)O)cn3C2CC2)CC1)c1nc(-c2ccc(OC)cc2)cs1
    49, 43, 23, 40, 15, 48, 93, 78, 27
> Cn1c(=O)c2c(ncn2CC(=O)Nc2ccc(F)cc2)n(C)c1=O
    121, 93, 99, 94, 110, 109, 107, 106, 104
> C=C1C(=O)O[C@H]2[C@H]1CC/C(COC(=O)NCc1cc3ccccc3[nH]1)=C\CC[C@@]1(C)O[C@@H]21
    -86*, -84*, 36, -43*, 55, 88, -52*, 64, 93
> COc1cc(/C=C/C(=O)c2ccc(C)cc2)ccc1Oc1nc(NCCO)nc(N2CCOCC2)n1
    82, 77, ·, 19, 69, 102, 107, 52, ·
> NS(=O)(=O)Oc1ccc(NC(=O)c2ccc(Cl)cc2)cc1
    108, 95, 94, 111, 99, ·, 116, 99, 108
> c1ccc2c(NCCCn3ccnc3)c3oc4ccccc4c3nc2c1
    -33*, -23*, ·, -24*, -19*, -13*, -31*, -1.3*, -18*
> CCOC(=O)c1cc(C)[nH]c(=O)c1C#N
    98, 74, 97, 105, 114, 94, 114, 101, 108
> O=C(Cc1c[nH]c2ccccc12)NC1=Nc2ccccc2C(=O)NN1
    114, 95, 95, 101, 109, 99, 106, 104, 116
> COC(=O)c1cccc(NC2=CC(=O)C(C)=C(C)C2=O)c1
    94, 94, 64, 110, 104, 104, 114, 95, 79
> COc1ccc2[nH]cc(-c3nc(-c4c[nH]c5ncccc45)cs3)c2c1
    1.4*, 31, 48, 12, 22, 45, -10*, 53, 11
> CC(=O)n1c2ccccc2c2ccccc21
    144, 108, 94, 105, 117, 107, 148, 115, 95
> NC(=S)n1c(=O)n(-c2cccc(C(F)(F)F)c2)c(=O)c2cc(-c3ccc(F)cc3F)ccc21
    0.9*, -4.0*, -5.3*, 37, 6.2*, 6.1*, 38, 9.5*, -19*
> [O-][n+]1nc(Cl)ccc1Cl
    101, 105, 100, 109, 108, 104, 131, 96, 77
> O=S(OCCN1CCCC1)C(c1ccccc1)c1ccccc1 (stereo unspecified)
    140, ·, 109, 105, 117, 110, 110, 113, ·
> COc1ccc2c(c1)c(CC(=O)OCC(=O)O)c(C)n2C(=O)c1ccc(Cl)cc1
    102, 103, 105, 118, 112, 96, 116, 103, 103

Eight entries already listed, sorted by number of heavy atoms, lowest first:
Results follow in this order: RXF 393, NCI-H522, NCI-H23, HT29, NCI-H460, NCI-H322M, COLO 205, NCI-H226, A498
> CCOC(=O)c1cc(C)[nH]c(=O)c1C#N
    98, 74, 97, 105, 114, 94, 114, 101, 108
> N#Cc1ccc(OC(=O)Nc2cccc(Cl)c2Cl)cc1
    103, 94, 103, 109, 96, 86, ·, 82, 89
> COC(=O)c1cccc(NC2=CC(=O)C(C)=C(C)C2=O)c1
    94, 94, 64, 110, 104, 104, 114, 95, 79
> O=S(OCCN1CCCC1)C(c1ccccc1)c1ccccc1 (stereo unspecified)
    140, ·, 109, 105, 117, 110, 110, 113, ·
> COc1ccc2[nH]cc(-c3nc(-c4c[nH]c5ncccc45)cs3)c2c1
    1.4*, 31, 48, 12, 22, 45, -10*, 53, 11
> c1ccc2c(NCCCn3ccnc3)c3oc4ccccc4c3nc2c1
    -33*, -23*, ·, -24*, -19*, -13*, -31*, -1.3*, -18*
> Cc1nc2cc(Nc3nc(Nc4ccc(F)cc4)nc(Nc4ncccn4)n3)ccc2n1Cc1ccccc1
    103, 77, ·, 85, 95, 95, 89, 88, 88
> CCN(C(=O)N1CCN(c2cc3c(cc2F)c(=O)c(C(=O)O)cn3C2CC2)CC1)c1nc(-c2ccc(OC)cc2)cs1
    49, 43, 23, 40, 15, 48, 93, 78, 27

(list continues)
Results follow in this order: RXF 393, NCI-H522, NCI-H23, HT29, NCI-H460, NCI-H322M, COLO 205, NCI-H226, A498
> c1ccc(-c2n(Cc3ccc4ccccc4n3)cc[n+]2Cc2ccc3ccccc3n2)cc1
    52, 16, 23, 23, 42, 86, -49*, 36, 56
> CC(=O)O[C@H]1CO[C@H]2[C@@H]1OC[C@@H]2Oc1ccnc(NC2CCN(S(C)(=O)=O)CC2)n1
    ·, 106, 106, 115, 111, 110, 114, 95, 107
> CCOC(=O)CC1CSC(N/N=C(/C)c2cccc(C(F)(F)F)c2)=N1 (stereo unspecified)
    109, 82, 103, 94, 110, 90, 107, 100, 97
> O=C(Cn1c2ccccc2c2ccncc21)N/N=C/c1cccs1
    101, 85, 97, 94, 65, 104, 94, 92, 91
> COc1ccc(-n2cc(-c3ccc(Cl)c(Cl)c3)[nH]c2=O)cc1OC
    108, 85, 95, 97, 107, 76, 109, 97, 79
> CCCCC1COc2cccc3c2N1C=C/C3=C\C(=O)N(C)c1cccc(Cl)c1 (stereo unspecified)
    108, 90, 97, 109, 105, 110, 100, 100, 95
> Cn1nccc1N
    124, 93, 102, 101, 114, 109, 112, 109, ·
> O=C(/C=C\c1ccc(OCCCCCC[P+](c2ccccc2)(c2ccccc2)c2ccccc2)cc1)c1ccc2c(c1)OCCO2
    ·, -6.9*, 3.9*, -18*, -12*, 22, -59*, -0.3*, -30*
> Cc1nnc(/N=C2\NC(=O)/C(=C/c3ccc(Cl)c(Cl)c3)S2)s1
    120, 93, 97, 98, 109, 89, ·, 100, 100
> Cc1oc2c(c1C(=O)N1CC[C@@H](N)C1)C(=O)c1c(c(O)c3ccccc3c1O)C2=O
    49, 21, 45, 11, 2.3*, 33, 13, ·, 62
> CCCCOc1nc2ccc(Cl)cc2cc1/C=C/C(=O)/C=C1/CC(c2cc3cc(Cl)ccc3nc2OCCCC)Nc2ccccc2N1 (stereo unspecified)
    ·, 90, 87, 101, 85, 103, 91, 91, 102
> Cc1ccsc1C(NC(=O)c1ccccc1)c1cc(Cl)c2cccnc2c1O (stereo unspecified)
    ·, 9.4*, 28, 29, 7.4*, 32, 12, 38, ·
> OCC(O)Cc1ccccc1 (stereo unspecified)
    ·, ·, 104, 125, 108, 96, 131, 105, 116
> COc1cc2c(c(OC)c1OC)-c1cc(I)c(O)cc1[C@@H](NC(C)=O)CC2
    38, -12*, 49, 11, 3.0*, 70, -64*, 5.9*, 49
> COc1ccc(-c2nc(-c3nc4cc(Cl)c(F)cc4[nH]3)c3ccccn23)cc1
    88, 39, 86, 31, 81, 70, 79, 85, 32
> O=C(NCCCNC(=O)OCc1ccc2c(Cl)cc(Cl)c(O)c2n1)OCc1ccc2c(Cl)cc(Cl)c(O)c2n1
    68, 78, 56, 32, 19, 53, 53, 67, 79
> O=C(N/N=C1\c2ccccc2-c2cccc(C(=O)O)c21)c1ccc(Cl)cc1
    116, 85, 99, 107, 94, 93, 113, 89, 88
> COc1ccc(S(=O)(=O)c2ccc3[nH]c(=O)nc(N)c3c2)cc1
    134, 90, 101, 101, 111, 100, 112, ·, 117
> COC(=O)c1c(-c2ccc(OC)cc2)c(-c2ccc(OC)cc2)[nH]c(=O)c1C#N
    96, 80, 92, 79, 86, 95, 109, 89, 94
> NC(=NC1CCCCC1)c1ccc(OCCSCCOc2ccc(C(N)=NC3CCCCC3)cc2)cc1
    98, ·, 49, 46, 48, 86, 33, 76, 93
> COC(=O)c1c2c(n3ccc(C)cc13)C(=O)c1ccccc1C2=O
    76, 47, 51, 62, 4.1*, 22, 42, 62, 78
> CNC(=O)c1cc(-c2ccc(NC(=S)Nc3cccc(C(F)(F)F)c3)cc2)nc2cccnc12
    107, 90, 92, 100, 99, 96, 104, 96, 89
> Cc1cc(=O)[nH]c2c(C)cccc12
    105&107&106, 114&94&88, 99, 100&108&100, 104&103&107, 116, 102&111&113, 102&102&97, 85&90&93
> Oc1c(Cl)cccc1-c1ccccc1
    106, ·, 107, 103, 106, 124, 114, 99, 89
> CC(=O)c1ccc(CCCCc2ccc(C(C)=O)cc2)cc1
    111, ·, 91, 95, 108, 113, 117, 98, 100
> O=C(O)c1nn(-c2ccccc2)nc1N1CCCC1
    112, 90, 103, 108, 113, 99, 111, 100, 96
> COc1cc(C=O)ccc1OC(=O)c1cc(-c2ccccc2)n(-c2ccc(S(C)(=O)=O)cc2)n1
    125, 87, 102, 108, 111, 108, 123, 106, 110
> CC(C)N(C)CCOC(=O)C(c1ccccc1)C1CCCC1 (stereo unspecified)
    99, 95, 91, 99, 105, 105, 108, 106, 95
